HSF-1 act: HSF-1 activators, primary screen, NIH3T3-HGL cells, MG132 stress, luminescence, single point; actives 1.7% (n = 300,000); activation, % at 9 µM; AID 504408, 2011; NIH3T3-HGL HSF-1 luciferase reporter, 8 h; 100% = twice DMSO control signal;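 active = mean replicate activation of at least 50% with a set share of replicates each reaching 50%; inconclusive = only one of those two conditions met; inactive = mean below 50% and too few replicates reaching it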;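 also: 0% = median of the neutral control wells and 100% = twice that signal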
IEC-6 tox: cytotoxicity in IEC-6 intestinal epithelial cells, primary screen, cytotoxicity control for KLF5 inhibitor project, cell-based, luminescence | IEC-6 cytotoxicity, luminescence viability | inhibition, % at 5 µM | actives 0.78% (n = 290,000) | AID 1825, 2009; in the data active = inhibition above about 22%;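 also: 0% = plate median of test compound wells and 100% = cytotoxic reference compound wells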
Platelet DG rel: inhibitors of platelet dense granule secretion, primary screen, cell-based, MLPCN, human platelets. human platelet-rich plasma, SFLLRN dense granule ATP release, luminescence. inhibition, %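 (compounds screened at 7.5 µM in platelet-rich plasma)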. actives 0.22% (n = 300,000);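 active = mean replicate score, as percent of positive control, at or above 50; inconclusive = mean below 50 but at least one replicate at or above 50; inactive = mean and every replicate below 50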
HDAC3 inh: HDAC3 deacetylase inhibitors, primary screen, biochemical, fluorescence, cell-free homogeneous; actives 0.15% (n = 320,000); Histone deacetylase 3 (Homo sapiens), O15379; recombinant HDAC3, fluorogenic peptide/trypsin coupled; AID 2718, 2010; inhibition, % at 8.3 µM; in the data active = inhibition above about 26%, passing the limit was not always enough; inconclusive = no clear call, values can overlap the other calls
Target sequence (O15379 whole entry, looked up): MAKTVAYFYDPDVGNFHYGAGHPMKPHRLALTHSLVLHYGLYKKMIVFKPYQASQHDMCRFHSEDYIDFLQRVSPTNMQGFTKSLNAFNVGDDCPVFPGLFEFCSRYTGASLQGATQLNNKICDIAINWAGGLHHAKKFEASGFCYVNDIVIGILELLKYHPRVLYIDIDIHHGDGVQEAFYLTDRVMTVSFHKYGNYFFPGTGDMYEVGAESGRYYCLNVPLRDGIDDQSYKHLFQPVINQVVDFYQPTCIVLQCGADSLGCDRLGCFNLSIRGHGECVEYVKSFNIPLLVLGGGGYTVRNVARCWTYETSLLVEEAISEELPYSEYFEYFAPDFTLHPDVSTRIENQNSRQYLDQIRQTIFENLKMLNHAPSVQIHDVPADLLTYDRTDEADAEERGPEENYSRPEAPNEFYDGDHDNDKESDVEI
HSF1 inh: HSF1 inhibitors in luciferase reporter cells, primary screen, cell-based, NIH3T3, luminescence. activity change, negative = inhibition, % at 7.5 µM (by protocol). actives 0.77% (n = 300,000). AID 2098, 2009. NIH3T3-HGL HSE-luciferase, MG132-induced, luminescence 8 h; active compounds read low;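 active = more than half of replicate wells show activity change below -50%, luminescence cut by over half; inconclusive = some wells, but at most half, below -50%; inactive = no replicate well below -50%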;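 also: luciferase reports HSF-1 transcriptional activity via heat shock element; 0% = median of DMSO wells and -100% = zero luminescence signal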
HIF activator: HIF pathway transcriptional activators, primary screen, cell-based, U2OS HRE-luciferase, luminescence; U2OS HRE-luciferase reporter; normalized: DMSO 0%, desferrioxamine 100%; activation, % at 7.5 µM (by protocol); actives 0.32% (n = 300,000);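 active = mean activation of at least 10% of the iron chelator positive control signal, with at least half of replicates also reaching 10%; inconclusive = mean and replicate majority disagree about reaching 10%; inactive = mean and most replicates under 10%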
KLF5 inhibitor: KLF5 expression inhibitors, primary screen, DLD-1 cells, luminescence; AID 1700, 2009; DLD-1 KLF5 promoter-luciferase reporter; actives 0.23% (n = 290,000); inhibition, % at 5 µM;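 active = inhibition above a per-plate limit of that plate's mean compound inhibition plus 3 SD, cut at about 60% in these data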;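 also: 0% = DMSO wells and 100% = LY294002 at 200 µM; higher means less KLF5 promoter-driven luciferase light; inactives centre near -14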
HSP90 refold inh: HSP90 inhibitors, primary screen, cell lysate, luminescence. Heat shock protein HSP 90 (rabbit reticulocyte lysate; luciferase refolding). Rabbit reticulocyte lysate, luciferase refolding luminescence, 3 h. inhibition, % at 5.6 µM. actives 0.91% (n = 290,000). AID 1789, 2009;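 active = inhibition above the screen-wide mean plus 3 SD, computed separately per campaign, cut at about 16% in these data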;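 also: 0% = DMSO wells and 100% = 60 µM geldanamycin wells; inhibitors lower the luminescence because luciferase stays unfolded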
aSyn 5UTR inh: MLPCN primary screen, SNCA 5' untranslated region | alpha-synuclein 5'UTR reporter, inhibitor activity | inhibition, % (tested at 7.5 µM) | actives 0.82% (n = 300,000); in the data active = inhibition above about 60%; inconclusive = no clear call, values can overlap the other calls;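 also: H4 neuroglioblastoma cells stably carrying SNCA 5'UTR luciferase fusion; 0% = DMSO wells and 100% = positive control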
AI-2 QS mod: Vibrio harveyi AI-2 quorum sensing modulators, primary screen, JMH597 strain, luminescence/OD600 ratio; Vibrio harveyi JMH597 AI-2 luminescence/OD600 ratio, 9 h; active compounds read low; strain lacks LuxN and CqsS sensors; 0 = neutral-control median; activity change, % at 7.5 µM; actives 0.4% (n = 300,000); in the data active = activity change below about -75%, passing the limit was not always enough; inconclusive = no clear call, values can overlap the other calls;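 also: luminescence divided by OD600 gain over 9 h not by final OD600 alone; inactives centre near 13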
* = called active by the depositor; ? = inconclusive; nt = not tested or not shown.

Value order: HSF-1 act	IEC-6 tox	Platelet DG rel	HDAC3 inh	HSF1 inh	HIF activator	KLF5 inhibitor	HSP90 refold inh	aSyn 5UTR inh	AI-2 QS mod
1	Cc1ccc(S(=O)(=O)Nc2ccc(NC(=O)CN3CCCCC3)c(Cl)c2)cc1
  -8	1	-1	5	-5	0.2	-21	1	-22	11
2	Cc1cccc(N2CCN(Cc3cc(=O)n4ccsc4n3)CC2)c1C
  9	-3	1	3	-4	-0.2	-15	-1	-8	12
3	COc1ccc(C2CC(=O)N3CN(c4ccc(C)c(Cl)c4)CSC3=C2C#N)cc1 (stereo not drawn)
  -16	4	-4	51*	-6	1.0	19	4	-42	18
4	Cc1ccccc1CC(=O)NCCN1CCOCC1
  -10	-7	2	1	-5	-31	-25	-4	-1	12
5	CN(CC(=O)NC1CCCCCCC1)S(=O)(=O)c1cccc2cccnc12
  2	-3	13	1	-4	nt	-16	1	6	32
6	O=C(Cc1ccccc1Cl)N1CCN(c2ccccn2)CC1
  0	-1	4	-2	-3	-0.2	2	2	-8	-6
7	COc1ccc(/C(=C/Nc2cccc(Br)c2)C(C)=O)cc1OC
  14	3	0	4	5	-0.3	-39	2	28	15
8	O=C(Cn1ncc2c(=O)oc3ccccc3c21)NCCN1CCN(c2ccccc2F)CC1
  7	-5	-5	1	2	-0.4	0	-6	-9	-4
9	CCOC(=O)N1CCC(Nc2cccc(SC)c2)CC1
  ?	2	-1	-3	29	-0.6	5	-3	2	9
10	Cc1cc(Nc2ccc(Br)cc2F)n2ncnc2n1
  -7	-7	-1	5	-7	-0.1	-11	-1	19	5
11	COc1ccc(N2C(=NC(=O)C3CCCO3)SC3CS(=O)(=O)CC32)cc1 (stereo not drawn)
  2	0	-2	3	-4	0.9	-26	2	5	7
12	Cc1ccc(OCCCCCCN2CCNCC2)c(Br)c1
  6	nt	3	2	8	2.7	nt	nt	11	15
13	CCn1nc(NC(=O)C2CCCO2)c2cc3cccc(C)c3nc21 (stereo not drawn)
  -21	-3	-12	-9	-4	0.4	-2	0	23	16
14	CC(=O)NCc1cc(-c2nn(C)c(=O)c3ccccc23)ccc1C
  5	0	0	3	2	0.7	-6	6	15	21
15	COc1ccc(C=O)cc1Cn1ccnc1
  8	-1	3	-1	1	-1.0	-16	-4	2	27
16	COc1ccc(CNC(=O)C(=O)NCC2OCCCN2S(=O)(=O)c2cccs2)cc1 (stereo not drawn)
  1	-6	0	0	2	0.3	-41	-6	19	22
17	Cc1ccc(S(=O)(=O)Oc2ccc(/C=N/N=C3/NC(=O)C(CC(=O)O)S3)cc2)cc1[N+](=O)[O-] (stereo not drawn)
  -19	-2	-3	5	-4	-0.2	-13	-1	-5	37
18	Cn1c(N)c(-c2ccccc2)c2ccc([N+](=O)[O-])cc2c1=O
  25	2	0	-3	-4	-1.8	8	6	35	18
19	Cc1ccc(NC(NC(=O)c2cccs2)C(Cl)(Cl)Cl)cc1 (stereo not drawn)
  -5	2	1	7	-7	0.3	-12	-2	-21	13
20	CC1CC(C)CN(CC(O)COCc2ccccc2)C1 (stereo not drawn)
  -10	-7	4	-2	-4	-1.2	-12	-2	-22	30
21	Cc1ccc(NC(=O)C2CCN(C(=O)c3ccco3)CC2)cc1C
  4	0	0	8	3	0.4	-29	0	26	9
22	CSc1nnc(NC(=O)c2cccc(S(=O)(=O)N3CCOCC3)c2)s1
  -7	1	-6	0	0	0.2	-50	-3	-6	14
23	O=C(CSCc1ccc(Cl)cc1)NCC1CCCO1 (stereo not drawn)
  -6	-8	6	1	3	-0.5	1	-8	5	2
24	Cn1c(=O)[nH]c(=O)c2c1nc(Br)n2CCCO
  -2	0	21	0	-2	-0.9	-10	-2	9	23
25	C/C(=N\NC(=O)COc1ccc(C)cc1[N+](=O)[O-])c1ccc2c(c1)OCCO2
  -14	5	-1	0	-5	-0.2	-16	3	-11	-1
26	CCOC(=O)CSc1ccc2ccccc2n1
  13	2	-7	7	5	0.8	-7	4	-6	17
27	COC(=O)c1ccccc1NC(=O)Nc1cccnc1
  nt	2	7	-9	nt	0.0	-5	-4	2	26
28	CN1CCN(NC(=O)CN(C)S(=O)(=O)c2cc(Cl)ccc2Cl)CC1
  -8	3	-1	-8	-4	-0.3	-1	4	18	13
29	Cc1cc(C(=O)NC2CCCN(Cc3ccccc3F)C2)n[nH]1 (stereo not drawn)
  -16	-7	4	2	-6	0.1	-8	-2	0	23
30	COc1ccc(C2=NN(C(=O)CSc3ncccn3)C(c3cccc(OC)c3OC)C2)cc1 (stereo not drawn)
  14	-4	8	3	4	-0.9	-24	-1	-4	26

Screen by screen, as entered above.
HSF-1 act for entries 25 to 30 → -14, 13, nt, -8, -16, 14

(further entries)
Value order: HSF-1 act	IEC-6 tox	Platelet DG rel	HDAC3 inh	HSF1 inh	HIF activator	KLF5 inhibitor	HSP90 refold inh	aSyn 5UTR inh	AI-2 QS mod
31	Cc1ccc(C(=O)NC(C(=O)Nc2cccc(S(N)(=O)=O)c2)C(C)C)cc1 (stereo not drawn)
  19	-6	-10	-3	3	-0.2	-1	2	0	-12
32	CCCCN(CCCNc1ncnc2nc[nH]c12)c1ccccc1
  9	-6	-17	8	0	-0.1	-36	-3	8	19
33	COc1ccc2sc(C)[n+](C)c2c1
  1	-7	0	0	-3	0.1	-2	4	-1	8
34	Cn1cc(Br)c(C(=O)Nc2c(F)c(F)c(F)c(F)c2F)n1
  5	0	5	0	5	-0.1	2	-2	6	8
35	NC(=O)c1ccc(NC(=O)COC(=O)CCCc2c[nH]c3ccccc23)cc1
  1	-2	5	0	-1	1.0	-4	-4	-7	7
36	C/C(CC(=O)Nc1cccc(Br)c1)=N\NC(=O)c1ccc(O)cc1O
  18	6	0	-8	11	0.9	-45	7	-31	11
37	O=C(NCCc1ccccc1)c1ccc(OCCOc2ccccc2)cc1
  4	-4	0	0	6	0.6	-23	-1	-18	41
38	O=C(Nc1ccc(OC(F)(F)F)cc1)C1=NCCN1
  3	-3	1	-1	3	0.4	-29	6	-35	35
39	COc1ccc(NCc2nnc(SCC(=O)Nc3cccc(C)c3)o2)cc1
  -61	-3	12	?	-54*	2.4	-11	-4	-8	3
40	Cc1ccc(C(=O)N2CCN(c3ccc(F)cc3)CC2)cc1S(=O)(=O)N1CCCCC1
  5	-4	15	0	0	-0.4	-2	-6	1	7

Entries shown so far containing an NH in an aromatic ring (four):
Value order: HSF-1 act	IEC-6 tox	Platelet DG rel	HDAC3 inh	HSF1 inh	HIF activator	KLF5 inhibitor	HSP90 refold inh	aSyn 5UTR inh	AI-2 QS mod
24	Cn1c(=O)[nH]c(=O)c2c1nc(Br)n2CCCO
  -2	0	21	0	-2	-0.9	-10	-2	9	23
29	Cc1cc(C(=O)NC2CCCN(Cc3ccccc3F)C2)n[nH]1 (stereo not drawn)
  -16	-7	4	2	-6	0.1	-8	-2	0	23
32	CCCCN(CCCNc1ncnc2nc[nH]c12)c1ccccc1
  9	-6	-17	8	0	-0.1	-36	-3	8	19
35	NC(=O)c1ccc(NC(=O)COC(=O)CCCc2c[nH]c3ccccc23)cc1
  1	-2	5	0	-1	1.0	-4	-4	-7	7

Not a retest: an excerpt of the list.
Value order: HSF-1 act	IEC-6 tox	Platelet DG rel	HDAC3 inh	HSF1 inh	HIF activator	KLF5 inhibitor	HSP90 refold inh	aSyn 5UTR inh	AI-2 QS mod
31	Cc1ccc(C(=O)NC(C(=O)Nc2cccc(S(N)(=O)=O)c2)C(C)C)cc1 (stereo not drawn)
  19	-6	-10	-3	3	-0.2	-1	2	0	-12
32	CCCCN(CCCNc1ncnc2nc[nH]c12)c1ccccc1
  9	-6	-17	8	0	-0.1	-36	-3	8	19
33	COc1ccc2sc(C)[n+](C)c2c1
  1	-7	0	0	-3	0.1	-2	4	-1	8

Going on with the list:
Value order: HSF-1 act	IEC-6 tox	Platelet DG rel	HDAC3 inh	HSF1 inh	HIF activator	KLF5 inhibitor	HSP90 refold inh	aSyn 5UTR inh	AI-2 QS mod
41	CN(CCC#N)c1ncnc2scc(-c3ccccc3)c12
  0	3	2	-3	-15	0.5	-17	-2	43	-7
42	CC(=O)c1c(COC(=O)c2ccco2)nc2ccccc2[n+]1[O-]
  -5	nt	5	8	1	-0.1	nt	nt	28	0
43	COc1cccc(NC(=O)c2nnn(CCc3ccccc3)c2N)c1
  33	1	1	10	15	3.9	-50	-1	-127	17
44	CC(=O)Nc1cccc([N+](=O)[O-])c1
  2	-3	-10	0	6	-0.4	-23	-2	7	16
45	COc1cccc(CN2CCC(n3nccc3NC(=O)C3CC3)CC2)c1
  5	-3	2	0	-10	-0.2	-4	3	-12	19
46	COc1ccccc1C(C(=O)NC1CCCCC1)N(C(=O)c1csnn1)C1CC1 (stereo not drawn)
  11	0	3	-9	3	-0.5	-6	5	-4	-3
47	c1ccc2c(Nc3nncs3)c3ccccc3nc2c1
  -2	2	2	-2	-6	0.1	33	-1	-8	22
48	CCCn1c(Nc2nc3ccccc3n2C)nc2ccccc21
  -14	-9	-4	-3	0	3.0	-9	4	-12	18
49	CC(OC(=O)c1ccccc1CCc1ccccc1)C(N)=O (stereo not drawn)
  14	8	-4	1	-12	-25	0	6	46	0
50	C=CCOc1c(Br)cc(CNc2ccc(NC(=O)C(C)C)cc2)cc1OCC
  3	4	-11	-9	-13	-0.2	-1	5	1	22
